High-throughput results (PubChem)
LDHA block = LDHA (human) enzyme inhibition. activity change, % (values are at about 110 or 230 µM). purified LDHA, NADH/diaphorase-resazurin fluorescence; stronger effect = lower value. 480,000 compounds, 0.15% hits. AID 1347041; in the data active means activity change below about -30%; inconclusive means mostly about -25% to -30%;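 further: plate controls were DMSO wells for no effect and wells without enzyme for full effect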
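Enzyme activity of human lactate dehydrogenase 5 (2 nM; 0.06 mM NADH, 0.2 mM pyruvate, 5 min, RT) is measured via a resazurin/diaphorase fluorescence readout of residual NADH.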
ALOX12 inh = ALOX12 (human) lipoxygenase inhibition; P18054; purified 12hLO, xylenol orange hydroperoxide absorbance; Potency, µM (highest dose often 108 µM), for the others: at the highest dose activity change, negative = inhibition, hits mostly inhibitors; 580,000 compounds, 1.1% hits; AID 1671190; active means well fitted inhibition curve with a large enough effect; inconclusive means small, poorly fitted or top-dose-only effect, or another doubt; inactive means no such curve, though single readings can be large or run the other way; further: potency means the concentration at half of the fitted maximal effect
Target sequence (P18054 whole entry, looked up): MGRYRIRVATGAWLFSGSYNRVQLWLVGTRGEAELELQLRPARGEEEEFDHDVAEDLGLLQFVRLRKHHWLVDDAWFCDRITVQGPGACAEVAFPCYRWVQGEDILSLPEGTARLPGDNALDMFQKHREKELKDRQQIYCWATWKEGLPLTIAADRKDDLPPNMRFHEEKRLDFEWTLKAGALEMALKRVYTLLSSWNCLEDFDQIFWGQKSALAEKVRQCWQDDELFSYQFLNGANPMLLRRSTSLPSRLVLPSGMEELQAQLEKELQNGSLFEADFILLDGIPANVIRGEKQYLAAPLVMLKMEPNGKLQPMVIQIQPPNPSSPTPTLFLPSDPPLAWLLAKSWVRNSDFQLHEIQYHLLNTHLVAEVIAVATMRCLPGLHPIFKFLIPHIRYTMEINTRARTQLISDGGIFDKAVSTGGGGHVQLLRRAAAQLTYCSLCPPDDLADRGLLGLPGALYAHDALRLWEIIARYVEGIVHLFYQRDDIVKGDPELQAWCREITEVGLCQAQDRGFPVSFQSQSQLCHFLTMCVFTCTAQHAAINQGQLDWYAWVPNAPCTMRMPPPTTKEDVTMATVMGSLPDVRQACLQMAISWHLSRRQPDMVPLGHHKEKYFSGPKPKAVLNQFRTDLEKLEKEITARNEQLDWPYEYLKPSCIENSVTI
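Purified human 12hLO (150 nM final) in 25 mM Hepes, 0.01% Triton X-100, pH 7.0 was preincubated 15 min at room temperature with compound. Then 40 uM arachidonic acid was added, 30 min. Hydroperoxide was read by Fe-XO absorbance ratio 573/405 nm.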
Active calls of the source: *; ? = inconclusive; [ ] = dose if it differs, or a comment. Unless noted, on the % scale 0 is the no-effect control and ±100 the full control effect. Only part of the results is shown; count on the stated rates, not on these rows.

mol | LDHA block | ALOX12 inh
COC(=O)c1ccc(CN(C)C(=O)c2ccc(Cl)c(S(=O)(=O)NC3CC3)c2)cc1 | -13 | 19%
Cc1ccc(NC(=O)CC(C)(C)CC(=O)O)cc1 | 2 | -36%
O=C(O)c1ccc(COc2cccc(/C=N/O)c2)cc1 | -5 | -30%
O=C(Cc1n[nH]c(=O)c2ccccc12)NCC(=O)N1CCN(Cc2ccccc2)CC1 | 4 | 18%
N#Cc1c(N)n[nH]c1CCCNc1ncnc2c1oc1ccccc12 | -2 | 12%
CCOC(=O)c1ccc(N2C(=O)c3n[nH]c(C)c3C2c2ccc(Cl)cc2Cl)cc1 (stereo unspecified) | -10 | 11%
Cc1cc(C)cc(NC(=O)c2ccc3ccccc3n2)c1 | -15 | -21%
CC(C)(C)S(=O)(=O)/C(C#N)=C/c1cccn1S(=O)(=O)c1ccccc1 | -9 | 1%
CCCCNC(=O)Cc1c(C)[nH]c2ccc(CC)cc12 | 7 | -20%
CC(C)Nc1nc(NCCOc2ccccc2Cl)c2sccc2n1 | -5 | ?
N#CC(C(=O)Nc1ccccc1Cl)C(=O)c1cccc(Cl)c1 (stereo unspecified) | -1 | ?
Cn1c(=O)[nH]c(=O)c2c1nc(N1CCN(C/C=C/c3ccccc3)CC1)n2Cc1cccc(Cl)c1 | 2 | 0%
Cc1[nH]c2c(C(=O)N(C)C3CCS(=O)(=O)C3)cccc2c1C (stereo unspecified) | -14 | 5%
COc1ccc(C(=O)N2CCCCC2c2cc(C(=O)NCc3ccccc3)no2)cc1 (stereo unspecified) | -8 | 10%
N#Cc1cccc(NC(=O)C2CCCN2c2ncnc3ccccc23)c1 (stereo unspecified) | 8 | -4%
COc1ccc(Br)cc1S(=O)(=O)NCC(C)CN1CCCC1 (stereo unspecified) | -3 | ?
O=C(O)C1CCCN(C(=O)/C=C/c2ccccc2)CC1 (stereo unspecified) | -2 | -6%
COc1cccc(CN2CCC2(C)C(=O)Nc2cccc3cccnc23)c1OC (stereo unspecified) | 7 | 11%
COC(=O)[C@H](CC(C)C)NC(=O)CC[C@H]1O[C@@H](n2ccc(=O)[nH]c2=O)[C@H](O)[C@@H]1O | -7 | 7%
CCn1nc(C)c(CNC(=O)Nc2ccc(C)cc2C)c1C | 9 | 3%
COc1ccc(-c2oc3ccc(OC)cc3c2C(=O)Nc2ccc(C(C)=O)cc2)cc1 | 5 | ?
CC(=O)N1CCN(C(C(=O)O)c2c[nH]c3ccc(NC(=O)c4ccccc4)cc23)CC1 (stereo unspecified) | 3 | 9%
CCCCCCN1CCN(C2CN(Cc3cn(Cc4ccc(F)cc4)nn3)S(=O)(=O)C2)CC1 (stereo unspecified) | -3 | -57%
O=C(CCC(=O)c1ccccc1)Nc1ccccc1-c1ccccc1 | -7 | ?
CC(C)C(=O)NCCSCc1ccsc1 | -3 | 62%
CSC1=N/C(=C\c2ccc(SC)cc2)C(=O)S1 | 5 | -55%
COc1ccc2[nH]cc(C(C(=O)O)N3CCN(Cc4ccccc4)CC3)c2c1 (stereo unspecified) | -11 | ?
COc1ccc(Cl)cc1N(C)C(=O)Cn1nc(Cc2ccncc2)c2ccccc2c1=O | 4 | -2%
N#CC1=C(N)Oc2nc[nH]c(=O)c2C1c1ccc2c(c1)OCO2 (stereo unspecified) | 6 | -29%
COc1ccc(Cl)cc1CNC(=O)c1scnc1C | -18 | -22%

Looked up one by one from the list above, 4 records:
mol | LDHA block | ALOX12 inh
CSC1=N/C(=C\c2ccc(SC)cc2)C(=O)S1 | 5 | -55%
COc1ccc2[nH]cc(C(C(=O)O)N3CCN(Cc4ccccc4)CC3)c2c1 (stereo unspecified) | -11 | ?
N#CC1=C(N)Oc2nc[nH]c(=O)c2C1c1ccc2c(c1)OCO2 (stereo unspecified) | 6 | -29%
COc1ccc(-c2oc3ccc(OC)cc3c2C(=O)Nc2ccc(C(C)=O)cc2)cc1 | 5 | ?

(further entries)
mol | LDHA block | ALOX12 inh
OCCN1CCN(c2cc(-c3nc4ccccc4s3)c3ccccc3n2)CC1 | -8 | ?
O=C(Nc1ccc(F)cc1F)c1ccc(S(=O)(=O)C2CCS(=O)(=O)C2)cc1 (stereo unspecified) | 1 | ?
CC1(C(=O)NS(=O)(=O)c2cccc(F)c2)CCN1C(=O)Cc1cccc2ccccc12 (stereo unspecified) | -6 | -23%
O=C(/C=C/c1cccs1)N1CCC(Cc2ccccc2)CC1 | 16 | ?
CC(Nc1oc(Cc2cccc3ccccc23)nc1C#N)c1ccccc1 (stereo unspecified) | -12 | 3%
Cc1ccc(/C=C/S(=O)(=O)NCC(=O)OCCO)cc1 | 2 | -34%
CCC1CCc2c(sc(NC(=O)C(c3ccccc3)c3ccccc3)c2C#N)C1 (stereo unspecified) | 8 | -2%
O=C(/C=C/[C@H]1O[C@@H](n2cnc3c(NC(=O)c4ccccc4)ncnc32)[C@H](O)[C@@H]1O)N[C@@H](CO)Cc1c[nH]c2ccccc12 | 0 | 3%
Cc1nc(-c2ccccc2)c(-c2ccccc2)s1 | 0 | 17%
Nc1ccccc1C(=O)NCC(F)(F)F | -4 | -23%
O=C(CCC1CCCC1)Nc1ccc2c(c1)-c1ccccc1C2 | 8 | -5%
O=C(O)C/C(=C/c1ccc(OC(F)F)cc1)c1nc2ccccc2s1 | 1 | ?
Cc1ccc(-c2nsc(NC(=O)c3oc4ccc(Cl)cc4c3C)n2)s1 | -17 | -4%
C/C(=N\NC(=O)c1ccccc1C)c1ccc(C)cc1 | -8 | 10%
Cc1cccc(NC(=O)c2ccc[n+]([O-])c2)c1 | 2 | -36%
CCOc1nc2ccccc2nc1N1CCC(C(=O)NCc2ccccc2Cl)CC1 | -5 | 9%
CCN(CCCNC(=O)c1cc(-c2cccnc2)nc2ccccc12)c1cccc(C)c1 | -1 | ?
Cc1oc(-c2cccs2)nc1CC(=O)N(Cc1ccc2c(c1)OCO2)C1CCCC1 | 7 | ?
Cc1ccc(C(=O)/C=C/c2ccc(Br)cc2F)o1 | -4 | ?
CC(=O)c1cccc(/C=C/c2ccccc2)c1 | 4 | 44%
COc1cccc(-c2cc3nc(NCCCN(C)C)n(C)c(=O)c3s2)c1 | 2 | -2%
COc1ccc(NC(=O)c2cnn(-c3ccc(C)cc3)c2-n2cccc2)cc1OC | 0 | 0%
Cc1ccc(CN(CCN(C)C)C(=O)c2cccc(C#N)c2)o1 | 0 | 1%
CC(=O)Nc1cccc(C(C)NC(=O)Nc2ccc(Cl)cc2Cl)c1 (stereo unspecified) | 7 | ?
Cc1cc(C)c(Sc2ccccc2C(=O)O)c(C)c1 | -6 | 1%
N#CCOc1ccc(NC(=O)c2cc(=O)[nH]c3ccccc23)cc1 | -2 | -2%
O=C(Nc1ccc(Cc2ccncc2)cc1)Nc1ccc(Cl)c(Cl)c1 | 4 | -19%
CN(CCCNC(=O)c1ccccc1)CC(F)(F)F | 10 | 11%
Cc1oc(-c2ccccc2)nc1C(=O)NC(C)CN1CCOCC1 (stereo unspecified) | -3 | -2%
CC[C@@H](C)[C@H](NC(=O)COc1ccc2c(=O)c(-c3ccc(Cl)cc3)c(C)oc2c1)C(=O)O | 3 | ?
CCCc1nc2cc(C)c(Br)c(C)n2c1Cc1ccsc1 | 2 | ?
COCOc1ccc(-c2ncc(OC)nc2NC(=O)c2cc(C)oc2C)cc1 | -3 | ?
CC1C(=O)N(Cc2ncc(-c3ccccc3)o2)C(=O)N1c1ccccc1 (stereo unspecified) | 5 | 39%[activator]
CC(C)CC(C)N(C)CC(=O)NC(C)(C#N)C1CC1 (stereo unspecified) | 5 | 5%
CCNC(=O)C1(C)CCCN(Cc2cccc3c(OC)cc(C(=O)OCC)cc23)C1 (stereo unspecified) | 2 | 5%
CC(OC(=O)c1cccs1)C(=O)c1ccccc1 (stereo unspecified) | 10 | -48%
CCN(c1ccc(NC(=O)c2n[nH]c(=O)c3ccccc23)cc1)C(C)C | 7 | -6%
COc1ccc2cc(-c3nc(-c4cccc(OC)c4OC)no3)c(=O)oc2c1 | 1 | -6%
CCN1CC(CN(C)C(=O)c2nn(Cc3ccccc3)c(=O)c3ccccc23)Oc2ccccc21 (stereo unspecified) | 8 | ?
COc1cc(=O)n(-c2ccccc2C)nc1C(=O)NCc1ccc(Cl)cc1 | -4 | ?
Nc1nc2ncccn2c1-c1ccc(C(F)(F)F)cc1 | -8 | -53%
Cc1nn(CC(=O)c2cc(C)n(C(C)C)c2C)c(=O)c(C#N)c1C | 3 | -9%
Cn1c(C(=O)Nc2ccc(C(N)=O)cc2)cc2ccccc21 | -9 | -5%
COc1ccc(/C=C2\Oc3cc(OS(=O)(=O)c4ccc(C)cc4)ccc3C2=O)cc1OC | 4 | -40%
C=CCNc1ccc(C(F)(F)F)cn1 | 1 | ?
COc1cccc(C(=O)Nc2ccc3oc(-c4cccnc4)nc3c2)c1 | -4 | ?
O=C(O)C/C(=C/c1ccc(Br)cc1)c1nc2ccccc2s1 | 6 | 32µM*
O=C(CSc1ncccn1)c1ccc(F)cc1 | -5 | -42%
Cn1cc(B2OC(C)(C)C(C)(C)O2)cn1 | 6 | -11%
Cc1cc2oc(C(=O)NCC(c3cccs3)N3CCCCCC3)cc(=O)c2cc1Cl (stereo unspecified) | -1 | -5%

Sorted by molecular weight (rising): some entries from above
mol | LDHA block | ALOX12 inh
C=CCNc1ccc(C(F)(F)F)cn1 | 1 | ?
Cc1nn(CC(=O)c2cc(C)n(C(C)C)c2C)c(=O)c(C#N)c1C | 3 | -9%
COc1ccc(/C=C2\Oc3cc(OS(=O)(=O)c4ccc(C)cc4)ccc3C2=O)cc1OC | 4 | -40%

(next part)
mol | LDHA block | ALOX12 inh
CC1(C)OC(=O)C2=C(C[C@@H](CCc3ccccc3)O[C@H]2CCc2cccc(Cl)c2)O1 | -3 | 6%
CC(CC(=O)Nc1ccc2c(c1)c(=O)n(C)n2-c1ccccc1F)c1ccccc1 (stereo unspecified) | -4 | -6%
O=C(COC(=O)c1ccsc1)c1ccc2c(c1)OCCCO2 | 2 | -39%
CCOC(=O)N1CCC(NC(=O)c2cc3ccc(OC)cc3[nH]2)CC1 | 7 | -12%
CCOC(=O)c1c(S(=O)(=O)N2CCCC2)nn(C)c1C | 7 | 14µM*
COc1ccccc1Nc1nc(N)c(C(=O)c2c(C)cc(C)cc2C)s1 | 1 | ?
CCOC(=O)C1=C(O)C(=O)N(c2ccccc2)C1c1ccccc1F (stereo unspecified) | -2 | -9%
COC(=O)c1[nH]c2ccc(C)cc2c1NC(=O)C(C)N1CCCC(C)(C)C1 (stereo unspecified) | 12 | -17%
Cc1ccc(/C=N/Nc2ccccc2C(F)(F)F)cc1 | 10 | 37%[activator]
Cc1ccc2c(CN3CCN(C(=O)c4ccc(C)c(F)c4)CC3)cc(=O)oc2c1 | 10 | -4%
COCCNC(=O)C1(C)CCCN(C(=O)c2ccco2)C1 (stereo unspecified) | -13 | 5%
COc1cc(NC(=O)c2ccc(-c3cccnc3)c3ccoc23)cc(OC)c1OC | -7 | -11%
O=C(c1cc2c(s1)CCCCCC2)N1CCN(c2ncccn2)CC1 | 8 | 14%
Fc1ccc(N/N=C/c2cccc(Cl)c2Cl)c(F)c1 | 13 | ?
CC1(C(=O)NCc2cccs2)CCN1C(=O)Cc1cccc2ccccc12 (stereo unspecified) | -7 | 1%
CC(=O)c1ccc(-c2cnc3c(NC=O)cc(-c4ccc(C(=O)N5CCOCC5)cc4)cn23)cc1 | -4 | -9%
O=C(Nc1ccccc1)c1c2c(nc3ccccc13)CCC2 | 9 | 35µM*
O=C(NCC(=O)N1CCN(S(=O)(=O)c2c(Cl)cccc2Cl)CC1)NCc1ccccc1 | 0 | 42%
COc1cccc(CC(=O)N2CCN(c3nc(-c4ccc(Cl)cc4)no3)CC2)c1 | -2 | 24%
CCSc1nnc([C@@H](NC(=O)OC(C)(C)C)C(C)CC)o1 (stereo partly specified) | 2 | 5%
Cc1ccc2oc(C(=O)Nc3onc4c3CC(C)CC4)cc(=O)c2c1 (stereo unspecified) | 6 | ?
CCCNC(=O)C1(C)CCCN(C(=O)Cc2cccc(OC)c2)C1 (stereo unspecified) | -6 | 2%
O=C(O)C(c1c[nH]c2cc(OCc3ccccc3)ccc12)N1CCN(Cc2cccnc2)CC1 (stereo unspecified) | 3 | -5%
CC(Sc1ccc(Cl)cc1)C(=O)Nc1ccc(C(C)C)cc1 (stereo unspecified) | 4 | -25%
COC(=O)Nc1ccc(CNCc2ccccn2)cc1 | -1 | 7%
Cn1c(=O)n(CC(=O)N2CCCCCC2)c(=O)c2cc(S(=O)(=O)N3CCCCC3)ccc21 | 4 | -1%
CCOC(=O)[C@]12CCCC=C1N(Cc1ccco1)C(=O)[C@H](CC(=O)N1CCOCC1)C2 | -1 | 3%
O=C(O)C(c1c[nH]c2cc(F)ccc12)N1CCN(CCOc2ccc(Cl)cc2)CC1 (stereo unspecified) | -13 | ?
O=[N+]([O-])c1ccc(Br)c(CN2CCN(c3ncc(Cc4ccccc4)cn3)CC2)c1 | 3 | -20%
CC(OC(=O)Cc1n[nH]c(=O)c2ccccc12)C(=O)NC(N)=O (stereo unspecified) | -6 | 35%

Filtered by structure: the entries above with a tert-butyl group.
mol | LDHA block | ALOX12 inh
CC(C)(C)S(=O)(=O)/C(C#N)=C/c1cccn1S(=O)(=O)c1ccccc1 | -9 | 1%
CCSc1nnc([C@@H](NC(=O)OC(C)(C)C)C(C)CC)o1 (stereo partly specified) | 2 | 5%
